TR SRC2 fluor cs: counter-screen for TRb-SRC2 inhibitors: fluorescence interference; TRb/SRC2 Texas Red total fluorescence interference; Potency, µM (series often up to 106 µM), for inactives: at the top dose fluorescence change, negative = quenching; hit rate 0.29% among 280,000; AID 1479; active means well fitted curve in either direction with a large enough effect; inconclusive means small, poorly fitted or top-dose-only effect
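Human TRb ligand-binding domain at 0.6 uM with 20 nM Texas Red SRC2 peptide in Tris buffer containing 1 uM T3 and 5% DMSO, incubated with compound 5 h at ambient temperature. Total fluorescence (555/632 nm) calculated as parallel + 2 × perpendicular.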
GAA glycogen mod: alters human alpha-glucosidase cleavage of glycogen. recombinant GAA, glycogen substrate, Amplex Red glucose oxidase fluorescence. hit rate 0.38% among 300,000. Potency, µM (doses to about 76.4 µM), inactives show at the top dose activity change, negative = inhibition, hits mostly inhibitors. P10253;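 further: 0% = full enzyme reaction and -100% = no-enzyme basal signal; the screen sought inhibitors and activators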
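Recombinant human alpha-glucosidase (4 nM final) hydrolysed bovine liver glycogen (30 ug) for 40 min at 37 C in pH 5.0 citrate/phosphate with 0.01% Tween-20. Released glucose detected by glucose oxidase/Amplex Red, Ex 573/Em 610 nm. Compounds up to 77 uM; AC50 from Hill fits.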
TRb SRC2 PPI: inhibitors of human thyroid hormone receptor beta-SRC2 interaction; TRbeta-SRC2 peptide binding, fluorescence polarization; receptor liganded with 1 µM T3; hit rate 0.065% among 280,000; Potency, µM (doses to about 106 µM), for the others: at the highest dose activity change, negative = inhibition, hits mostly inhibitors; P10828;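 further: plate controls were bound peptide for no effect and peptide without receptor for full effect; nearly all actives have a fitted effect of over 50% in size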
Target sequence (P10828 whole entry, looked up): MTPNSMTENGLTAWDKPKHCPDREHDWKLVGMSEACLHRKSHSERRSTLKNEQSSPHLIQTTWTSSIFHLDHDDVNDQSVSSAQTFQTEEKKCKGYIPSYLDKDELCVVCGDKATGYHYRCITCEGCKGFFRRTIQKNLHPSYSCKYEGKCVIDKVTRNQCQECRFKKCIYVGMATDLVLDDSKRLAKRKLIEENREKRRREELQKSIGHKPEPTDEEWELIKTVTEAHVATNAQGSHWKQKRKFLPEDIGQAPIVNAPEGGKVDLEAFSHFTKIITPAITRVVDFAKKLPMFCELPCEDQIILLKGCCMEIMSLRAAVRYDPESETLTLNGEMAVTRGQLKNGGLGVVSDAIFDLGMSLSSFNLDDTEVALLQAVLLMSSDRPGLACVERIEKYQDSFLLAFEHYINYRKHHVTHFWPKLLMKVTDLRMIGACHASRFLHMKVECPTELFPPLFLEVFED
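Fluorescence polarization of 20 nM Texas Red SRC2 peptide with 0.6 uM human TRb ligand-binding domain, in Tris buffer with 1uM T3 and 5% DMSO. Incubated 5 hr ambient; normalized to unbound and bound controls.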
* hit, by the source's call; ? = inconclusive; / = not tested or not shown; [ ] = dose if it differs, or a comment. Unless noted, the call rests on the fitted dose curve; in most records, active means well fitted curve in the direction sought with a large enough effect; inconclusive means small, poorly fitted or top-dose-only effect, or another doubt; inactive means no such curve, though single readings can be large; an effect the other way counts as inactive or inconclusive. Unless noted, on the % scale 0 is the no-effect control and ±100 the full control effect; potency means the concentration at half of the fitted maximal effect.

SMILES	TR SRC2 fluor cs	GAA glycogen mod	TRb SRC2 PPI
Cc1[nH]c2ccc(OC(F)(F)F)cc2c1CCNCc1ccc(Cl)cc1	/	2%	/
COC(=O)C(NC(=S)N1CC2C[C@@H](C1)Cn1c2cccc1=O)C(C)C (some centres not stated)	/	-1%	/
COc1ccc(CNCCc2c[nH]c3ccccc23)c(OC)c1C	/	4%	/
Cc1c(C)c2cc(Cl)c(OCC(=O)N3C[C@H]4C[C@@H](C3)c3cccc(=O)n3C4)cc2oc1=O	/	-8%[76.3 µM]	/
Oc1ccccc1C1NCc2ccccc2-n2cccc21 (configuration not stated)	/	3%	/
CN1CC(C(=O)c2ccc(Cl)cc2)C(c2ccc(Cl)cc2Cl)C1 (configuration not stated)	/	1%	/
Cc1ccc2c(c1)cc1c(=O)n(CC(=O)N3CCC4(CC3)OCCO4)nc(C)n12	/	-9%[76.3 µM]	/
COc1ccc(C(=O)N2C[C@H]3C[C@@H](C2)c2cccc(=O)n2C3)cc1OC	/	-13%[76.3 µM]	/
CN(C)C(Cc1ccccc1)C(=O)c1c[nH]c2ccccc12 (configuration not stated)	/	-1%	/
COc1ccc2c(c1)c(C(=O)C(C)N1CCCCC1)c(C)n2C (configuration not stated)	/	4%	/
CC(=O)c1cccc(NC(=O)N2C[C@H]3C[C@@H](C2)c2cccc(=O)n2C3)c1	/	16%[76.3 µM]	/
O=C(CSc1ccc(Cl)cc1)NC1=NN(c2ccccc2)C(=O)C1	/	?	/
O=C1CN(O)C(c2ccccc2Cl)=c2cc(Br)ccc2=N1	/	7%	/
Cc1cc(OCC(=O)N[C@@H](Cc2ccccc2)C(=O)O)c2c3c(c(=O)oc2c1)CCC3	/	-1%[76.3 µM]	/
c1ccc(CN2CCNCC2)nc1	/	5%	/
Cc1ccc(NS(=O)(=O)c2ccc(OCC(=O)N3CCN(C)CC3)cc2)cc1	/	-8%[76.3 µM]	/
Cc1c(OC(=O)N(C)C)ccc2c1O/C(=C\c1ccco1)C2=O	/	-14%	/
C/C=C(\C)C(=O)N[C@@H](c1ccccc1)[C@@H](O)C(=O)O[C@H]1C[C@@]2(O)[C@@H](OC(=O)c3ccccc3)C3[C@](C)(C(=O)[C@H](O)C(=C1C)C2(C)C)[C@@H](O)C[C@H]1OC[C@@]31OC(C)=O (some centres not stated)	/	-8%[76.3 µM]	/
C[C@]12CCC(=O)C=C1CC[C@@H]1C2[C@H](O)C[C@]2(C)C(=O)CCC12 (some centres not stated)	/	7%	/
O=C(O)c1ccc(N=Cc2c(O)[nH]c(=O)[nH]c2=O)cc1	/	-6%	/
O=C(CCNC(=O)N1C[C@H]2C[C@@H](C1)c1cccc(=O)n1C2)Nc1ccc(F)cc1	/	1%[76.3 µM]	/
COCCNC(=O)Cn1cc(/C=C2\C(=O)NC(=O)N(c3ccccc3F)C2=O)c2ccccc21	/	-5%	/
Cc1ccc(S(=O)(=O)N(C)c2ccc(C(=O)NCC3(N(C)C)CCCCC3)cc2)cc1	/	-3%[76.3 µM]	/
CC(C)CCn1c(=O)c(C(=O)NCc2ccc3c(c2)OCO3)c(O)c2ccccc21	/	-9%	/

In a second layout: results already given
| Molecule | TR SRC2 fluor cs | GAA glycogen mod | TRb SRC2 PPI |
| --- | --- | --- | --- |
| Cc1ccc(NS(=O)(=O)c2ccc(OCC(=O)N3CCN(C)CC3)cc2)cc1 | / | -8%[76.3 µM] | / |
| Cc1c(OC(=O)N(C)C)ccc2c1O/C(=C\c1ccco1)C2=O | / | -14% | / |
| C/C=C(\C)C(=O)N[C@@H](c1ccccc1)[C@@H](O)C(=O)O[C@H]1C[C@@]2(O)[C@@H](OC(=O)c3ccccc3)C3[C@](C)(C(=O)[C@H](O)C(=C1C)C2(C)C)[C@@H](O)C[C@H]1OC[C@@]31OC(C)=O (some centres not stated) | / | -8%[76.3 µM] | / |
| C[C@]12CCC(=O)C=C1CC[C@@H]1C2[C@H](O)C[C@]2(C)C(=O)CCC12 (some centres not stated) | / | 7% | / |
| O=C(O)c1ccc(N=Cc2c(O)[nH]c(=O)[nH]c2=O)cc1 | / | -6% | / |
| O=C(CCNC(=O)N1C[C@H]2C[C@@H](C1)c1cccc(=O)n1C2)Nc1ccc(F)cc1 | / | 1%[76.3 µM] | / |

Other entries follow.
SMILES	TR SRC2 fluor cs	GAA glycogen mod	TRb SRC2 PPI
CCOc1cc2c(cc1OCC)-n1cccc1C(c1ccc(OC)c(O)c1)NC2 (configuration not stated)	/	-3%	/
Cc1cc(OCC(=O)N2CCC(C(=O)O)(c3ccccc3)CC2)c2c(C)c(C)c(=O)oc2c1	/	-14%[76.3 µM]	/
Cc1ccc(CN2CCSc3ccc(C(=O)N4CCC5(CC4)OCCO5)cc32)cc1	/	-14%[76.3 µM]	/
COc1ccccc1-n1c(/C=C/c2ccccn2)nc2ccccc2c1=O	/	-2%	/
CCOc1ccc(NC(=O)CCNC(=O)N2C[C@H]3C[C@@H](C2)c2cccc(=O)n2C3)cc1	/	-6%[76.3 µM]	/
COc1cccc(CNC(=O)CCC(=O)N2C[C@H]3C[C@H](C2)c2cccc(=O)n2C3)c1OC	/	-2%[76.3 µM]	/
Fc1cccc(CN2CCN(c3ccc(Cl)cc3)CC2)c1	/	-6%	/
CCOC(=O)c1c(C=O)c2ccccc2n1Cc1ccccc1	/	2%	/
Cc1ccc(-n2c(/C=C/c3ccccn3)nc3ccccc3c2=O)cc1	/	7%	/
Cn1c(O)c(C=Nc2ccccc2)c(=O)n(C)c1=O	/	-1%	/
NC(Cc1ccccc1)c1nc2ccccc2[nH]1 (configuration not stated)	/	-2%	/
FC(F)(F)c1ccc(CNCCc2ccc3c(c2)OCO3)cc1	/	1%	/
COC(=O)CC1(CC(=O)OC)C(=O)N(c2ccccc2)C(=O)N(c2ccccc2)C1=O	/	-2%	/
Cc1c(C)c2ccc(OCC(=O)N3C[C@H]4C[C@@H](C3)c3cccc(=O)n3C4)c(C)c2oc1=O	/	-7%[76.3 µM]	/
Cc1cc(/C=C2\C(=O)NC(=O)N(c3ccccc3F)C2=O)c(C)n1-c1cc(C(=O)O)cc(C(=O)O)c1	/	1%	/
COc1cccc(CNCCc2c[nH]c3ccccc23)c1	/	3%	/
Oc1ccc(C(=C(Cl)Cl)c2ccc(O)cc2)cc1	/	1%	/
O=C(Nc1ccc(Cl)cc1)N1CC2CC(C1)c1cccc(=O)n1C2 (configuration not stated)	/	-7%[76.3 µM]	/
CN1C[C@H](CO)C[C@@H]2c3cccc4[nH]cc(c34)C[C@H]21	/	2%	/
COc1ccc2c(c1OC)CN1CCc3cc4c(cc3C1C2)OCO4 (configuration not stated)	/	-1%	/
O=C(c1ccc2c(c1)N(Cc1ccc(F)cc1)CCS2)N1CCC2(CC1)OCCO2	/	-15%[76.3 µM]	/
CCCNC(=O)Cn1cnc2sc(C(=O)N3CCC4(CC3)OCCO4)c(C)c2c1=O	/	-7%[76.3 µM]	/
Cc1ccc(C)c(OCc2cc(C(=O)N3C[C@H]4C[C@@H](C3)c3cccc(=O)n3C4)no2)c1	/	0%[76.3 µM]	/
Cc1cc(OCC(=O)NCC(O)c2ccccc2)c2c3c(c(=O)oc2c1)CCC3 (configuration not stated)	/	8%[76.3 µM]	/
CCC(C)N1CCN(C(=O)COc2ccc3ccccc3c2)CC1 (configuration not stated)	/	-1%	/
COC(=O)C(C)NC(=S)N1CC2C[C@@H](C1)Cn1c2cccc1=O (some centres not stated)	/	2%	/
CCCOc1ccccc1NP(=O)(Oc1ccccc1)Oc1ccccc1	/	5%	/
CCN(CC)C(=O)c1ccc(NC(=O)c2cn(-c3ccccc3)nc2-c2ccc(OC)cc2)cc1	/	-7%[76.3 µM]	/
O=C(c1ccc2c(c1)N(Cc1ccccc1)CCS2)N1CCC2(CC1)OCCO2	/	2%[76.3 µM]	/
Cc1cc(=O)oc2c(C)c(OCC(=O)N3CCC(C(=O)O)(c4ccccc4)CC3)ccc12	/	-18%[76.3 µM]	/
O=C(COc1ccc2ccc(=O)oc2c1)N1CCC(C(=O)O)(c2ccccc2)CC1	/	19%[76.3 µM]	/
FC(F)(F)Oc1ccc(C2NCc3ccccc3-n3cccc32)cc1 (configuration not stated)	/	-1%	/
COc1ccc(-n2c(O)c(/C=C3\C=Nc4ccc(Br)cc43)c(=O)[nH]c2=O)cc1	/	1%	/
Oc1ccc(C[C@H]2NCCc3cc(O)c(O)cc32)cc1O	/	?	/
CC(=O)O[C@@]12CO[C@@H]1C[C@@H](O)[C@@]1(C)C(=O)[C@H](O)C3=C(C)[C@@H](OC(=O)[C@H](O)[C@@H](NC(=O)c4ccccc4)c4ccccc4)C[C@@](O)([C@@H](OC(=O)c4ccccc4)C12)C3(C)C (some centres not stated)	/	12%[76.3 µM]	/
Cc1ccc(C)c(NP(=O)(Oc2ccccc2)Oc2ccccc2)c1	/	-10%	/
O=C(O)Cn1cc(/C=C2\C(=O)NC(=O)N(c3ccc(Br)cc3)C2=O)c2ccccc21	/	3%	/
Cc1ccc(Cn2ccccc2=N)cc1	/	0%	/
CCc1nn(CC(=O)N2CCC3(CC2)OCCO3)c(=O)c2cc3ccccc3n12	/	-3%[76.3 µM]	/
C[C@]12C=CC(=O)C=C1C=C[C@@H]1C2CC[C@]2(C)C(=O)CCC12 (some centres not stated)	/	6%	/
Cc1ccc(C2CN(C)CC2C(=O)c2ccc(F)cc2)cc1 (configuration not stated)	/	1%	/
COc1ccc(-c2cc(=NCC(=O)O)c3ccccc3o2)cc1	/	4%	/
CCOP(=O)(/C=C(\Cl)c1ccccc1)C(O)c1ccc(F)cc1 (configuration not stated)	/	4%	/
Cc1ccc(N2C(=O)NC(=O)/C(=C\c3cc(C)n(-c4ccc(C(=O)O)cc4)c3C)C2=O)cc1	/	5%	/
C#C[C@@]1(O)CCC2C3CCC4=C/C(=N/OCC(=O)NC(C(=O)O)C(C)O)CC[C@]4(C)C3CC[C@@]21C (some centres not stated)	/	5%	/
CSc1ccc(/C=C/c2nc3ccccc3c(=O)n2-c2cccc(Cl)c2C)cc1	0%	/	3%
O=c1c2ccccc2nc(/C=C/c2cccc3ccccc23)n1-c1ccc(Cl)cc1	-1%	/	10%
CCOc1nc(F)cc2nc(S(=O)(=O)Nc3c(Cl)cccc3Cl)nn12	9%[201 µM]	/	-4%[201 µM]
CON(C)C(=O)Nc1ccc(Cl)c(Cl)c1	-2%[201 µM]	/	0%[201 µM]
O=C(Nc1ccccc1)Nc1cnns1	-2%[201 µM]	/	5%[201 µM]
CS(=O)(=O)NC(=O)c1cc(Oc2ccc(C(F)(F)F)cc2Cl)ccc1[N+](=O)[O-]	-1%[201 µM]	/	4%[201 µM]
C=CC(=O)OCCCCCC(C)C	-1%[201 µM]	/	-2%[201 µM]
N#Cc1cc([N+](=O)[O-])ccc1NC(=O)c1cccn(Cc2cccc(F)c2)c1=O	-1%	/	0%
Oc1ccc(C2(c3ccc(O)cc3)c3ccccc3-c3ccccc32)cc1	-7%[201 µM]	/	1%[201 µM]
CNC(=O)Oc1ccccc1C(=O)Nc1ccccc1	-2%	/	3%
CC1(C)Cc2cccc(O)c2O1	-2%[201 µM]	/	3%[201 µM]
ClC1=C(Cl)C2(Cl)C(CBr)CC1(Cl)C2(Cl)Cl (configuration not stated)	0%	/	1%
O=C(Nc1ccccc1)Nc1ccnc(Cl)c1	-1%[201 µM]	/	6%[201 µM]
CCSC(C)CC1CC(=O)C(/C(CC)=N/OC/C=C/Cl)=C(O)C1 (configuration not stated)	-13%[201 µM]	/	-7%[201 µM]
Oc1ccc(C(c2ccc(O)cc2)(C(F)(F)F)C(F)(F)F)cc1	-1%[201 µM]	/	2%[201 µM]
Carrying on:
SMILES	TR SRC2 fluor cs	GAA glycogen mod	TRb SRC2 PPI
CCOP(=S)(OCC)OC(Cl)C(Cl)(Cl)Cl (configuration not stated)	-3%[201 µM]	/	-5%[201 µM]
CCc1cc(C)cc(CC)c1-c1c(OC(=O)C(C)(C)C)n2n(c1=O)CCOCC2	1%[201 µM]	/	-1%[201 µM]
O=C(O)C1(O)c2ccccc2-c2ccc(Cl)cc21 (configuration not stated)	2%[201 µM]	/	6%[201 µM]
CCCSC(=O)N(CCC)CCC	5%[201 µM]	/	4%[201 µM]
C[C@]12CCC3C(CCC4=C(Cl)C(=O)CC[C@@]43C)C1CCC2O (some centres not stated)	-1%	/	0%
O=[N+]([O-])c1ccc(Oc2ccc(C(F)(F)F)cc2[N+](=O)[O-])cc1	0%[201 µM]	/	-1%[201 µM]
C[N+](C)(C)CCOC(=O)C(O)(c1ccccc1)c1ccccc1	-1%	/	7%
CCC/C(=N\OCC)C1=C(O)CC(CC(C)SCC)CC1=O (configuration not stated)	0%[201 µM]	/	-7%[201 µM]
Cc1ccc(-n2c(/C=C\c3ccc(F)c(F)c3)nc3ccccc3c2=O)c(C)c1	-2%	/	-3%

Screens: PubChem BioAssay, National Center for Advancing Translational Sciences (NCATS)

The list is partial. The share of hits here may be higher or lower than overall.
